# High-throughput results from PubChem.
# HCMV antiviral: inhibitors of human cytomegalovirus; HFF cells, HCMV-luciferase reporter, 72 h; active compounds read low; activity change, negative = inhibition, % at 57.5 µM; 4.5% of 410,000 active; AID 1259415; in the data active = activity change below about -60%; inconclusive = no clear call, values can overlap the other calls; inactive = above about -39%
#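 HFF cells seeded 16 h at 37C, treated with compounds, infected with luciferase-reporter HCMV at MOI 1 PFU/cell; luciferase read at 72 h post infection, normalized to buffer-only and Salinomycin controls.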
# Active calls of the source: *; ? = inconclusive. % is set by controls: 0 for no effect and ±100 for the full control effect.
SMILES,HCMV antiviral
CC(C)(C)n1nc(Cc2cccc3ccccc23)c2c(N)ncnc21,?
C#CCN(C[C@H]1[C@H](OC(=O)Nc2cccs2)[C@H](OC(=O)Nc2cccs2)CN(C(=O)OC(C)C)N1C(=O)OC(C)C)S(=O)(=O)c1ccc(C)cc1,-79*
COC(=O)N(Cc1ccccc1NC(=O)OC(C)(C)C)C(C(=O)NC1CCCC1)C(=O)c1c(C)cc(C)cc1C (stereo unspecified),-37
Cc1ccc(C)n1C1C(=O)N(Cc2ccc(C(F)(F)F)cc2)c2ccc(OC(F)(F)F)cc21 (stereo unspecified),1
CCCNC(=O)c1nnc2n1CCN(C(=O)c1ccc3sccc3c1)C2,-8
CC12C=CC(C)(C3C(=O)NC(=O)C31)C1C3C(=O)NC(=O)C3C12 (stereo unspecified),-4
S=C(NCCCc1cnc[nH]1)NCCCN(Cc1ccc(Cl)cc1)c1ccc(Br)cn1,-6
COc1cc2c(c3c1c(=O)c1cccc(F)c1n3C)C=CC(C)(C)O2,-13
CNc1nc2cnc(Nc3cccc(OC)c3)cc2n1Cc1ccc(OC)c(OC)c1,24
CC(C)c1cccc(-c2nc3c(Nc4ccccc4)nccc3[nH]2)c1,-17
COc1cc(-c2cc[n+](C)cc2)ccc1O,47
CCOc1ccc(CCNS(=O)(=O)c2c(C)nc3sccn3c2=O)cc1OCC,108
Cc1ccc(OC(=O)N(C)C[C@H]2OCc3cnnn3CCCC(=O)N([C@H](C)CO)C[C@H]2C)cc1,-7
CC(=O)c1ccc(S(=O)(=O)N2CCN(C(=O)C(=O)c3cccc(C(F)(F)F)c3)CC2)cc1,-16
CNc1nc2cnc(-c3ccc(OC)c(OC)c3)cc2n1Cc1ccccc1,-8
CN(C)c1ccc2cc3c(c(S(=O)(=O)c4ccccc4)c2c1)CCC3,-10
COc1ccc(S[C@]2(C(=O)N3CCCC3)CC(=O)N(c3ccc4ccccc4c3)[C@@H]2c2ccc(OC)cc2)cc1,22
CCCC(=O)N1CCC2(CC1)CN(C(=O)Nc1cccc(F)c1)[C@H](CO)c1c2c2ccc(OC)cc2n1C,-21
COC(=O)Cc1nnn2c1[C@H](C)[C@H](C(C)(C)C)OCC2,-13
CC(C)c1ccc(CN2C(=O)C(n3ccc4ccccc43)c3cc(F)ccc32)cc1 (stereo unspecified),3
C[C@@H]1NS(=O)(=O)c2c(F)cccc2O[C@@H]1c1ccccc1,-4
CCCCn1nnnc1C(Nc1ccccc1C(C)=O)C1CC1 (stereo unspecified),45
O=C(Nc1ccccc1)c1cnc(N2CCN(Cc3cccc(C(F)(F)F)c3)C2=O)o1,59
CSc1cccc(NC(=S)NN/C(=N/S(=O)(=O)c2ccccc2)N2CCCC2)c1,?
Cc1ccc(NC(=O)CN2C(=O)N/C(=C\c3ccco3)C2=O)cc1,11
CC(C)[C@@H](C)/C=C/[C@@H](C)[C@H]1CC[C@@H]2[C@]1(C)CCC1[C@]23C=C[C@]2(C[C@@H](O)CC[C@]12C)N(c1cnccn1)O3 (stereo partly specified),-20
CON(Cc1ccccc1)S(=O)(=O)c1ccccc1Br,32
COC(=O)C(NC(=O)OCc1ccccc1)(c1ccc(Cl)cc1)C(Nc1ccccc1)c1ccccc1 (stereo unspecified),24
CC(=Nc1ccc(Cl)cc1N)c1c(O)cc(C)oc1=O,112
CCCCCCCCN1C(=O)[C@@H](CC(=O)NCC2CCCCC2)C[C@@]2(C(=O)OC)C1=C[C@H](C1CCCC1)O[C@@H]2C,9
CN(C)c1cccc(Nc2nccc3[nH]c(-c4ccsc4)cc23)c1,-8
COCCN1Cc2cc(C(=O)OC)c3c(c2C1=O)c1cc(OC)ccc1n3S(=O)(=O)c1ccc(C)cc1,-32
O=[N+]([O-])c1ccc(CN2[C@H](COCc3ccccc3)C=CS2(=O)=O)cc1,-29
O=C(Nc1c(Cl)c(C2CC2)nn1-c1ccccc1)C(Cl)(Cl)Cl,12
CC(=C1N=C(c2ccccc2)OC1=O)c1cccs1,-36
CCOC(=O)c1cccn1C1C(=O)N(Cc2ccc(Cl)nc2)c2c(F)cccc21 (stereo unspecified),-5
COc1ccc(-c2nc3cnc(Nc4ccc(F)c(Cl)c4)cc3n2C)cc1OC,-30
CNc1nc2cnc(Nc3ccc(F)cc3)cc2n1-c1cccc(C(F)(F)F)c1,4
COCCN1CCCc2nc(-c3ccc(F)cc3)ccc21,9
Cn1c(-c2cccnc2)cc2cnc(Nc3ccc(F)cc3)cc21,31
O=C1OC(CN2CCOCC2)CN1/N=C/c1ccc([N+](=O)[O-])o1 (stereo unspecified),23
CCOC(=O)Cn1c2c(n(-c3ccc(F)cc3)c1=O)C=C(c1ccccc1)[C@@H](C)C(C(=O)N(C)C1CCCCC1)=C2,-27
CC(C)n1nc(Cc2cccc3ccccc23)c(C#N)c1N,4
Cc1cccc(C)c1OCc1nnc(SCC(=O)O)n1-c1c(C)cccc1C,-7
O=C(N[C@@H](Cc1cccnc1)C(=O)N1CCC[C@H]1C(=O)NCCc1ccccc1Cl)c1cccs1,-17
Cn1c(-c2cccnc2)cc2c(Nc3cccc(C(F)(F)F)c3)nccc21,-22
Cc1nc(SCc2nc3ccc(C(=O)c4ccccc4)cc3[nH]2)c2oc3ccccc3c2n1,-4
Cc1ccc2nc(-c3ccco3)c(Cc3ccccc3C(F)(F)F)n2c1,-2
CC(C)C(C(=O)NC(C)(C)CC(C)(C)C)N1C(=O)C(=O)c2ccccc21 (stereo unspecified),229
CCc1ccc(C2=CC(=O)CC(C)(C)C2=O)cc1,-23
# Later entries
SMILES,HCMV antiviral
CCCOc1ccc2nc(NC(=O)OC)sc2c1,89
Cc1ccc(-c2cn(CCN)c(=O)cn2)cc1,11
CCOC(=O)C(Cc1ccccc1)(Nc1ccccc1)C(O)c1ccc([N+](=O)[O-])cc1 (stereo unspecified),23
NC(=O)c1ncn2c(=O)n(CCCl)nnc12,-31
COC(=O)Cc1nnn2c1[C@H](C)[C@H](c1ccccc1[N+](=O)[O-])OCC2,-4
O=C1C=CN(S(=O)(=O)c2ccc(Cl)cc2)C(c2cccs2)C1 (stereo unspecified),25
CCCCN1CC(COCc2ccccc2)Oc2cccc(NCc3cc(OC)c(OC)c(OC)c3)c2S1(=O)=O (stereo unspecified),-15
CCOC(=O)C1CSCCS(=O)(=O)N1Cc1cccc(Cl)c1 (stereo unspecified),14
COc1ccc(C2=CC(=O)N(CCN)C2)cc1,3
C=CCNc1cccc2c1S(=O)(=O)N[C@@H](C)CO2,-17
CCNC(=O)C1(C)CCN(Cc2cccc3ccccc23)C1 (stereo unspecified),-6
CN(C)C(=O)c1ccc(Nc2nccc3c2cc(-c2ccsc2)n3C)cc1,-15
CCN1[C@@H]2c3cccc(=O)n3C[C@H]1[C@H](CO)[C@H]2C(=O)OC,-5
O=S(=O)(c1ccc(C(F)(F)F)cc1)N1CCCc2nc(-c3ccc(Br)cc3)ccc21,?
CCOc1ccc(NC(=O)CC(C)O)cc1 (stereo unspecified),10
COc1ccccc1NC(=O)OC[C@@H]1CSCCS(=O)(=O)N1,-20
CN(N=Cc1ccc2c(c1)OCO2)C(=O)c1ccccc1N,21
COC(=O)[C@@H]1[C@@H](CO)[C@@H]2Cn3c(cccc3=O)[C@@H]2N1C(=O)C1CCC1,?
Oc1cccc2cc(Nc3ccccc3)cnc12,-101*
COCCNC(=O)C(C)(C)n1cc(NC(=O)COCc2ccccc2)cn1,1

# Shown with tabs: entries from further up.
molecule	HCMV antiviral
Cc1ccc(-c2cn(CCN)c(=O)cn2)cc1	11
CCOC(=O)C(Cc1ccccc1)(Nc1ccccc1)C(O)c1ccc([N+](=O)[O-])cc1 (stereo unspecified)	23
NC(=O)c1ncn2c(=O)n(CCCl)nnc12	-31
COC(=O)Cc1nnn2c1[C@H](C)[C@H](c1ccccc1[N+](=O)[O-])OCC2	-4
O=C1C=CN(S(=O)(=O)c2ccc(Cl)cc2)C(c2cccs2)C1 (stereo unspecified)	25
CCCCN1CC(COCc2ccccc2)Oc2cccc(NCc3cc(OC)c(OC)c(OC)c3)c2S1(=O)=O (stereo unspecified)	-15
CCOC(=O)C1CSCCS(=O)(=O)N1Cc1cccc(Cl)c1 (stereo unspecified)	14
COc1ccc(C2=CC(=O)N(CCN)C2)cc1	3
C=CCNc1cccc2c1S(=O)(=O)N[C@@H](C)CO2	-17
CCNC(=O)C1(C)CCN(Cc2cccc3ccccc23)C1 (stereo unspecified)	-6
CN(C)C(=O)c1ccc(Nc2nccc3c2cc(-c2ccsc2)n3C)cc1	-15
CCN1[C@@H]2c3cccc(=O)n3C[C@H]1[C@H](CO)[C@H]2C(=O)OC	-5
O=S(=O)(c1ccc(C(F)(F)F)cc1)N1CCCc2nc(-c3ccc(Br)cc3)ccc21	?
CCOc1ccc(NC(=O)CC(C)O)cc1 (stereo unspecified)	10
COc1ccccc1NC(=O)OC[C@@H]1CSCCS(=O)(=O)N1	-20
CN(N=Cc1ccc2c(c1)OCO2)C(=O)c1ccccc1N	21
COC(=O)[C@@H]1[C@@H](CO)[C@@H]2Cn3c(cccc3=O)[C@@H]2N1C(=O)C1CCC1	?

# Next part
SMILES,HCMV antiviral
O=C1CSC(c2cccs2)N1c1nncs1 (stereo unspecified),10
COCCn1cnc2cnc(Nc3cc(OC)c(OC)c(OC)c3)cc21,30
COc1ccccc1-c1cc2c(Nc3cccc(S(C)(=O)=O)c3)nccc2[nH]1,-26
Oc1ccccc1C=NC(N=Cc1ccccc1O)c1ccccc1O (stereo unspecified),6
CC(c1ccc(Cl)cc1)N(CCN(C)C)c1ccccn1 (stereo unspecified),-19
COc1ccc2c3c(n(C)c2c1)[C@H](CO)N(C(=O)Cc1ccccc1)CC31CCN(C(=O)Cc2ccccc2)CC1,24
Cc1ccc(C)n1C1C(=O)N(Cc2ccc(C(F)(F)F)cc2)c2c(F)cccc21 (stereo unspecified),-35
O=S1(=O)N[C@H](c2ccccc2)COc2cc(Br)ccc21,-6
O=C(c1ccc(F)cc1)N1CC(=O)N2[C@@H](CO)[C@@H](c3ccc(Br)cc3)[C@@H]2C1,-1
COCc1cc(N2CCN(C(=O)OC(C)(C)C)C[C@H]2C)ccc1N1CC[C@@H](O)C1,-20
COc1ccc(-c2cc(NC(=O)Cc3c[nH]c4ccccc34)ccc2N(C)c2cccnc2)cc1F,19
COC(=O)CC1OCC=C2CN3CCC45C6=CC(=O)C(=O)C([N+](=O)[O-])=C6NC4C1C2CC35 (stereo unspecified),?
O=C1C[C@H](S(=O)(=O)c2ccccc2)[C@@H](/C=C/c2ccccc2)N1Cc1ccccc1,-4
CNc1nc2cnc(Nc3cccc(F)c3)cc2n1-c1cccc(C(F)(F)F)c1,-30
COC(=O)C(Nc1cc(OC)ccc1OC)(c1ccccc1)C(Nc1cc(OC)ccc1OC)c1ccc(C(F)(F)F)cc1 (stereo unspecified),-32
COc1ccc(NC(=O)N(C)C[C@H]2OCCCC[C@H](C)Oc3ccc(NC(=O)Nc4cccc5ccccc45)cc3C(=O)N([C@@H](C)CO)C[C@H]2C)cc1,0
COC(=O)C1=C(C)N(Cc2ccccc2)C(=S)NC1c1ccc(Cl)cc1 (stereo unspecified),-24
CC(C)(C)OC(=O)/C=C/[C@@H]1Cc2cc(C(F)(F)F)ccc2N1,14
COc1ccc(Nc2nccc3[nH]c(-c4cccc(F)c4)cc23)cc1OC,-36
COc1ccc2c(c1)[C@@H](NS(C)(=O)=O)[C@H](C)[C@@H](C(C)C)N2,9
COc1ccc(Nc2cc3c(cn2)ncn3Cc2ccccc2)cn1,8
Cc1nc(SCc2nc3ccccc3[nH]2)c2oc3ccc(Br)cc3c2n1,-16
O=C(c1cnc(Cc2c[nH]c3ccccc23)c(I)c1)N1CCCCC1,-2
CCOC(=O)C1=CCC(c2ccc([N+](=O)[O-])cc2)N(S(=O)(=O)c2ccc(C)cc2)C1 (stereo unspecified),-6
CCOc1ccc(NS(=O)(=O)c2ccc(N)cc2)nn1,-10
C[C@H]1NS(=O)(=O)c2cccc(Cl)c2O[C@@H]1c1ccccc1,1
O=c1c(-c2ccco2)nc2ccccc2n1/C=C(/c1ccc(C(F)(F)F)cc1)n1c(=O)[nH]c2ccccc21,1
COC(=O)c1ccc(N)c2c(N)ccc(C(=O)OC)c12,-8
Cc1ccc2nc(-c3ccc(F)cc3)c(Cc3ccsc3)n2c1,42
N#C[C@@H](c1ccccc1)C1CCN(C(=O)c2ccco2)CC1,9

# Part of the list above in order of SMILES length, falling.
SMILES,HCMV antiviral
Cc1nc(SCc2nc3ccccc3[nH]2)c2oc3ccc(Br)cc3c2n1,-16
N#C[C@@H](c1ccccc1)C1CCN(C(=O)c2ccco2)CC1,9
CCOc1ccc(NS(=O)(=O)c2ccc(N)cc2)nn1,-10

# (cont.)
SMILES,HCMV antiviral
COC(=O)[C@H]1CC(=O)N[C@@H]1c1ccc(OC(C)C)c(OC)c1,-3
COc1ccc(C2(c3cccc(O)c3OC)CCN(C(C)=O)CC2)cc1O,-17
OC1(C#Cc2c(-c3ccsc3)sc3ccccc23)CCCCC1,-11
CCCc1nc2c3ccccc3ccn2c1Cc1ccccc1OC,27
COc1ccccc1-c1cc2c(Nc3ccc(N4CCN(C)CC4)cc3)nccc2[nH]1,19
O=C(NNC(=O)c1nc2ccccc2[nH]1)OCc1ccccc1,-10
CC(C)(C)OC(=O)N[C@H]1C=C[C@@H](CC(=O)OCC(F)(F)F)C1,28
COc1ccc2c(c1)[C@@H](NC(=O)OCc1ccccc1)[C@H](C)[C@@H](c1ccccc1)N2C(=O)Nc1ccc(C(F)(F)F)cc1,-36
O=C1OCC2=Nc3cccc4cccc(c34)N12,0
Cn1cc(CCNC(=O)N2CCOC2=O)c2ccccc21,18
Cc1noc(C)c1-c1ccc2nc[nH]c(=O)c2c1,33
C=CCCC1CN(Cc2ccc(OC)cc2)S(=O)(=O)c2c(cccc2Sc2ccc(OC)c(OC)c2)O1 (stereo unspecified),-4
CN1C(=O)C(C2(O)C(=O)N(Cc3ccccc3)c3ccccc32)c2ccccc21 (stereo unspecified),-11

# An excerpt; the hit share may differ from the screen's.
